# CRE-bla Fsk: modulators of forskolin-stimulated CRE signaling in CHO cells. CHO CRE-bla reporter (cAMP response element driving beta-lactamase), forskolin EC10, beta-lactamase ratio. Potency, µM (doses to about 38.2 µM), without a hit: at the highest dose activity change, negative = inhibition, usual class: activators. 71,000 tested, 2.5% active. AID 662; active = well fitted activation curve with a large enough effect in the signal ratio, with a control signal flat, not every such curve was filed as active; inconclusive = small, poorly fitted or top-dose-only effect, or effect the other way, or a change in a side signal; the % refers to the signal ratio; also: potency is read from the fitted curve at half-maximal effect; % of control where 0% means no effect
#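 The 460nm/530nm emission ratio after CCF4 loading defined %Activity, from which AC50 values were obtained. CRE-bla CHO cells received compound dilution series together with an EC10 level of NKH 477 for 3 hours at 37 degrees Celsius.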
# FLuc inh: firefly luciferase inhibition. AID 411. Potency, µM (doses to about 57.1 µM), for inactives: at the top dose activity change, negative = inhibition, actives largely listed as inhibitors. 72,000 tested, 2.2% active. purified firefly luciferase, luminescence, 8 min; also: potency is read from the fitted curve at half-maximal effect; % is scaled to controls: 0 for no effect and ±100 for the full control effect; nearly all actives have a fitted effect of over 40% in size
# Target sequence (P08659 whole entry, looked up): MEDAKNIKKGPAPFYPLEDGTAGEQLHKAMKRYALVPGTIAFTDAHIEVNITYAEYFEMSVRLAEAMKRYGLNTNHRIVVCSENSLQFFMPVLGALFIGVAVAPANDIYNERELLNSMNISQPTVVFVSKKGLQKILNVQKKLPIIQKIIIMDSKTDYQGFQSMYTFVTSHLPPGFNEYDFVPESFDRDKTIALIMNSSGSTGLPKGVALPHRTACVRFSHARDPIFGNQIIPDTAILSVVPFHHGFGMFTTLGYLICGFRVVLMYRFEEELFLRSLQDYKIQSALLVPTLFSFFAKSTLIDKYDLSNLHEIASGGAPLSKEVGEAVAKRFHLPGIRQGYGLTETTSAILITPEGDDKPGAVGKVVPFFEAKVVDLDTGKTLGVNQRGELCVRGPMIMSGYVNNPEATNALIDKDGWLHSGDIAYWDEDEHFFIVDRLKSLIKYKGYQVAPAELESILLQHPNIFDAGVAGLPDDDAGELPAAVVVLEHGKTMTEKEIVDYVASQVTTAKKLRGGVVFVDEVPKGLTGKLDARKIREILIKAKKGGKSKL
#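 Inhibition of light generation by firefly luciferase from ATP and luciferin was profiled with concentration-response curves per sample, ATP held at 10 uM within the enzyme's linear range. Plates were read by luminescence after an 8-minute ambient incubation.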
# USP2a inhib: USP2a (human) protease inhibition | O75604 | USP2a enzymatic assay, qHTS inhibition | Potency, µM (titrated, usually from 38.3 µM), inactives show top-dose activity change, negative = inhibition, most hits filed as inhibitors | 60,000 tested, 0.1% active;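 also: potency is read from the fitted curve at half-maximal effect; nearly all actives have a fitted effect of over 60% in size; plate controls were DMSO for no effect and NEM full inhibition control for full effect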
#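 Coupled readout: USP2-cleaved Ub-PLA2 (20nM final) turns over NBD C6-HPC (20uM final), Ex 460nm/Em 535nm after 2.5 h, time-zero read flagging artifacts. Enzyme (20nM final, pH 8.0 Tris) given 30 min RT with compound first; NEM defines full inhibition.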
# Caspase-1 inhib: allosteric or competitive inhibitors of human caspase-1 | AID 900 | P29466 | Potency, µM (series often up to 57.5 µM), for the others: at the top dose activity change, negative = inhibition, usual class: inhibitors | Caspase-1 enzyme, Ac-WEHD-AFC fluorogenic rate | 75,000 tested, 0.03% active;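 also: potency is read from the fitted curve at half-maximal effect; plate controls were vehicle for no effect and no substrate for full effect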
# Caspase-7 inhib: blocks human caspase-7 allosterically or competitively; recombinant caspase-7, Ac-DEVD-AFC fluorescence rate; Potency, µM (highest dose often 57.5 µM), inactives show at the top dose activity change, negative = inhibition, most hits filed as inhibitors; 75,000 tested, 0.02% active; AID 889; active = well fitted inhibition curve with a large enough effect in the main read-out, with a control signal flat, not every such curve was filed as active; inconclusive = small, poorly fitted or top-dose-only effect, or a change in a side signal; also: potency is read from the fitted curve at half-maximal effect; % of control where 0% means no effect
# Target sequence (P55210 24-198 limits assumed): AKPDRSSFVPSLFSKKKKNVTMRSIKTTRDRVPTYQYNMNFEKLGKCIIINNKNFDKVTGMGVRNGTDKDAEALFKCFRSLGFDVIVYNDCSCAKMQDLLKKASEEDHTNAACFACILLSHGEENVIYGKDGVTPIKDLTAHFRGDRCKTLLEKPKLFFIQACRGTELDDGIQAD
# Target sequence (P55210 207-303 limits assumed): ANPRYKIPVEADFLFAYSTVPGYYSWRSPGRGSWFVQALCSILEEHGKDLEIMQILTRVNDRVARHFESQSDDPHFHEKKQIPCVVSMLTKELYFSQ
# BRCT PPI green: blocks human BRCA1 BRCT binding to phosphopeptide, green readout; 75,000 tested, 0.05% active; Potency, µM (series often up to 76.9 µM), inactives show at the highest dose activity change, negative = inhibition, usual class: inhibitors; BRCA1 BRCT-phosphopeptide binding, green fluorescence polarization; AID 875; P38398;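 also: potency is read from the fitted curve at half-maximal effect; plate controls were peptide without protein for full effect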
#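 Compounds were incubated for 12 min at room temperature with a complex of 100 nM fluorescein-tagged pBACH1 decapeptide and 250 nM His-tagged BRCT protein. Buffer was phosphate pH 7.3 with EDTA, DTT and Tween 20. Disruption of binding lowers the polarization signal.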
# A350 fluor: compound fluoresces in the Alexa 350 spectral region; Compound autofluorescence, 340/450 nm, Alexa 350 dye-equivalents; stronger effect = higher value; max dye-equivalent concentration, M; 59,000 tested, 11% active; in the data active = max dye-equivalent concentration above about 10 nM; inconclusive = mostly about 1.1 nM to 9.6 nM
# BRCT inh red: BRCT-phosphoprotein interaction inhibition (red fluorophore) | BRCT-phosphopeptide binding, red fluorescence polarization | AID 892 | P38398 | 75,000 tested, 0.03% active | Potency, µM (titrated, usually from 76.9 µM), without a hit: top-dose activity change, negative = inhibition, hits mostly inhibitors; also: % is scaled to controls: 0 for no effect and ±100 for the full control effect
#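 Rhodamine-labelled pBACH1 10-mer (100 nM) bound to BRCT domain (100 nM) at pH 7.3; compounds incubated 12 min room temperature, polarization read. Free peptide defines full inhibition; unlabelled decapeptide titrated as control.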
# ERK AVP inh: blocks ERK signaling stimulated by vasopressin; Potency, µM (titrated, usually from 57.5 µM), inactives show at the top dose activity, negative = inhibition, usual class: inhibitors; HEK293-V1b, vasopressin-stimulated pERK AlphaScreen; 72,000 tested, 0.99% active; also: potency is read from the fitted curve at half-maximal effect; % is scaled to controls: 0 for no effect and ±100 for the full control effect; nearly all actives have a fitted effect of over 55% in size
#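 HEK293 cells stably expressing V1b receptor, preincubated 30 min at 37 °C with compound, then stimulated 5 min with 25 nM vasopressin. Phospho-ERK by AlphaScreen SureFire after 5 h RT; normalized to DMSO and vasopressin; AC50 by Hill fit.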
# Tau filament bind: tau filament binding. P10636. recombinant tau filaments, thioflavin S fluorescence, 15 h; filaments grown with octadecylsulfate alongside compound. Potency, µM (highest dose often 57.1 µM), for inactives: top-dose activity change, negative = inhibition. 71,000 tested, 2% active. AID 596;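 also: potency is read from the fitted curve at half-maximal effect; % is scaled to controls: 0 for no effect and ±100 for the full control effect; actives lower thioflavin S fluorescence by blocking filaments or displacing dye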
#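 Assay mix: 1 uM His-tagged tau, 30 uM sodium octadecylsulfate, thioflavine S dye in HEPES/NaCl/DTT buffer. Compound is added prior to the inducer. Fluorescence after 15 h at 37 C.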
# HEK293 cAMP cs: parental HEK293 cAMP activation (counter-screen); parental HEK293 CNG cAMP sensor, membrane potential fluorescence; Potency, µM (top dose mostly 57.1 µM), for inactives: at the top dose activation, actives largely listed as activators; 73,000 tested, 2.5% active; also: potency is read from the fitted curve at half-maximal effect; % of control where 0% means no effect; nearly all actives have a fitted effect of over 55% in size
#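 Parental HEK 293 cells stably expressing a cAMP-gated CNG channel were loaded with membrane potential dye containing 100 uM RO 20-1724 for 60 min. Compound added for 30 min; depolarization read as fluorescence intensity at 590 nm.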
# Numbers without * were called inactive; i = inactive; ? = inconclusive; / = not tested or not shown; [ ] = dose if it differs, or a comment. Unless noted, calls follow the shape of the dose curve; as a rule, active = well fitted curve in the direction sought with a large enough effect; inconclusive = small, poorly fitted or top-dose-only effect, or another doubt; inactive = no such curve, though single readings can be large; an effect the other way counts as inactive or inconclusive.
SMILES,CRE-bla Fsk,FLuc inh,USP2a inhib,Caspase-1 inhib,Caspase-7 inhib,BRCT PPI green,A350 fluor,BRCT inh red,ERK AVP inh,Tau filament bind,HEK293 cAMP cs
Nc1c(C(=O)Nc2ccc(F)cc2)sc2nc(-c3ccco3)ccc12,-5%,4%,-8%,1%,1%,-1.1%,i,1.2%,3%,10%,-3%
CCCCOC(=O)Nc1cccc(C(C)=O)c1,7%,-13%,2%,-1%,-1%,-1.2%,/,-1.0%,-22%,10%,5%
O=S(=O)(Nc1cccnc1)c1cccc2cccnc12,0%,-1%,/,-1%,-2%,-1.9%,/,0.0%,/,-17%,3%
CN1C(=O)Cn2c1nc1ccccc12,0%,-1%,/,-1%,2%,-0.9%,i,-0.4%,-4%,1%,20µM*
NC(=O)C1(N2CCCCC2)CCN(C(=O)CSc2nc(C(F)(F)F)cc(=O)[nH]2)CC1,-4%,2%,7%,-1%,-1%,0.9%,i,0.2%,-11%,6%,4%
COCc1[nH]nc2c1C(c1cc(OC)c(O)c(OC)c1)C(C#N)=C(N)O2 (stereo unspecified),-3%,1%,-14%,0%,0%,0.8%,i,0.3%,-6%,18%,-2%
CC1CCCC(NS(=O)(=O)c2ccc3c(c2)OCCO3)C1C (stereo unspecified),-6%,1%,7%,-2%,-1%,1.1%,?,0.9%,27%,-1%,?
Cc1cc(-c2ccccc2)n(-c2ccc(C(=O)N3CCN(c4ncccn4)CC3)cc2)n1,?,3%,33%[activator],-2%,-1%,2.4%,i,-0.4%,?,43%,17%
COc1ccc(NC(=O)c2ccccc2NC(=O)C2CCCO2)cc1 (stereo unspecified),3%,2%,-2%,0%,0%,-0.8%,i,-2.1%,-7%,0%,0%
c1ccc(Cn2nnnc2CN2CCN(c3ncccn3)CC2)cc1,2%,3%,27%,1%,0%,-1.7%,i,-0.6%,-5%,-8%,3%
COc1ccc(NC(=O)C2C3CCC(C3)C2C(=O)O)cc1OC (stereo unspecified),2%,2%,0%,0%,0%,-0.9%,i,0.7%,-21%,-9%,3%
CCOC(=O)c1cnc(SCC(=O)N2CCN(c3ccccc3)CC2)nc1N,9%,0%,22%,0%,1%,-0.2%,1.8e-08M*,-2.3%,-25%,17%,10%
Cc1cc2ccccc2n1CCNC(=O)c1ccccc1,-11%,-10%,29%,-9%,-11%,0.9%,i,-2.0%,16%,41%,2%
COc1ccccc1CC(=O)NC1CC(C)(C)NC(C)(C)C1,2%,0%,?,-2%,-1%,-0.7%,i,0.6%,-4%,-8%,11%
Cc1nn(C(=O)CN2C(=O)c3ccccc3C2=O)c(C)c1Br,/,/,/,-2%,-1%,-0.4%,/,0.2%,/,/,12%
CCc1ccccc1NC(=O)c1nnn(CC(=O)Nc2ccccc2C)c1N,-13%,0%,-8%,0%,-1%,-2.8%,i,-2.0%,13%,8%,2%
N#Cc1ccsc1NC(=O)COC(=O)CCCSc1nc2ccccc2s1,?,-1%,48%[activator],-6%,-13%,2.8%,?,0.3%,-13%,-18%,14%
COc1ccc(OC)c(NC(=O)CCC(=O)Nc2nnc(C(F)(F)F)s2)c1,7%,6%,13%,-1%,-2%,-4.0%,i,0.2%,10%,-3%,6%
Cc1ccc(S(=O)(=O)NCC(=O)OCC(=O)c2cccs2)cc1,-1%,3%,-3%,-4%,0%,-3.1%,i,1.3%,-4%,-5%,0%
Cc1ccc(S(=O)(=O)Nc2ccccc2C(=O)O)c(C)c1,/,/,/,1%,-2%,1.6%,/,0.9%,/,/,-3%
CC(NC(=O)COc1ccc(Br)cc1)C(=O)O (stereo unspecified),1%,1%,0%,-2%,1%,-0.5%,/,0.0%,33%[activator],-1%,1%
Cc1ccc(-n2ncc(C(=O)O)c2C2CCN(C(=O)OC(C)(C)C)CC2)cc1,-3%,3%,8%,0%,2%,2.5%,?,-1.1%,15%,8%,5%
COc1ccccc1OCCCn1c(C)c(C#N)c2ccccc21,14%,-2%,-13%,-5%,5%,-0.4%,i,0.0%,18%,11%,?
CCN(CC)CCN1C(=O)C(O)=C(C(=O)c2cccs2)C1c1ccc(C)o1 (stereo unspecified),-2%,1%,-4%,-2%,-3%,-0.1%,i,-1.1%,-10%,0%,4%
CCN1CCN(CCCNC(=O)c2cn(CCOC)c(=O)c3c2c2ccccc2n3C)CC1,?,0%,2%,1%,-2%,0.9%,6.9e-07M*,0.7%,-14%,-5%,1%

# A stretch of the results above, as a working copy:
SMILES,CRE-bla Fsk,FLuc inh,USP2a inhib,Caspase-1 inhib,Caspase-7 inhib,BRCT PPI green,A350 fluor,BRCT inh red,ERK AVP inh,Tau filament bind,HEK293 cAMP cs
Nc1c(C(=O)Nc2ccc(F)cc2)sc2nc(-c3ccco3)ccc12,-5%,4%,-8%,1%,1%,-1.1%,i,1.2%,3%,10%,-3%
CCCCOC(=O)Nc1cccc(C(C)=O)c1,7%,-13%,2%,-1%,-1%,-1.2%,/,-1.0%,-22%,10%,5%

# More entries follow:
SMILES,CRE-bla Fsk,FLuc inh,USP2a inhib,Caspase-1 inhib,Caspase-7 inhib,BRCT PPI green,A350 fluor,BRCT inh red,ERK AVP inh,Tau filament bind,HEK293 cAMP cs
CC(C)OC(=O)Cn1c(=O)sc2ccccc21,2%,1%,/,-2%,-1%,-1.1%,i,-1.8%,-12%,-10%,11%
CC(=O)OCC(COC(C)=O)OC(C)=O,-1%,/,-13%,-2%,-2%,-2.0%,/,-1.0%,6%,-6%,6%
Cn1c(CSCc2ccccc2Cl)nnc1SCC(=O)Nc1nccs1,-7%,-2%,28%,0%,-2%,-3.3%,i,0.7%,?,3%,?
NC(=O)c1c(NC(=O)Cc2cccs2)sc2c1CCC2,14%,-3%,12%,0%,-7%,0.8%,i,0.5%,12%,-11%,-4%
CCn1cc(CNC(=O)CCc2ccc(OC)cc2)cn1,-9%,1%,0%,3%,-1%,-3.3%,2.6e-08M*,-0.3%,-3%,12%,14%
Cc1ccc(C)c2[nH]c(=O)c(CCNC(=O)C(C)C)cc12,10%,3%,/,-2%,1%,-2.6%,/,-0.4%,/,-5%,-2%
CCCCc1c(C)c2ccc(OC)c(/C(C)=N\O)c2oc1=O,1%,-5%,7%,-3%,-3%,0.7%,1.9e-08M*,0.2%,34%[activator],0%,?
COc1ccc(NC(=O)CCn2nc(C)cc2C)cc1,?,-2%,1%,2%,0%,-0.7%,i,-1.5%,-3%,3%,2%
Cc1ccc(Cl)cc1NS(=O)(=O)c1c(C)[nH]c(=O)[nH]c1=O,?,1%,-20%,-2%,1%,-2.5%,i,0.1%,20%,-8%,3%
CCOC(=O)N1CCN(C(=O)COc2cc(=O)n(C)c3ccccc23)CC1,5%,1%,-5%,1%,1%,-1.0%,i,0.4%,-1%,9%,2%
COc1ccc2[nH]c(=O)c(CN(C(=O)c3ccncc3)C(C)C)cc2c1,?,3%,6%,0%,0%,-0.4%,1.7e-07M*,1.1%,-23%,-5%,-5%

# Entries listed so far that bear a hit mark in A350 fluor.
canonical_smiles	CRE-bla Fsk	FLuc inh	USP2a inhib	Caspase-1 inhib	Caspase-7 inhib	BRCT PPI green	A350 fluor	BRCT inh red	Tau filament bind
CCOC(=O)c1cnc(SCC(=O)N2CCN(c3ccccc3)CC2)nc1N	9%	0%	22%	0%	1%	-0.2%	1.8e-08M*	-2.3%	17%
CCN1CCN(CCCNC(=O)c2cn(CCOC)c(=O)c3c2c2ccccc2n3C)CC1	?	0%	2%	1%	-2%	0.9%	6.9e-07M*	0.7%	-5%
CCn1cc(CNC(=O)CCc2ccc(OC)cc2)cn1	-9%	1%	0%	3%	-1%	-3.3%	2.6e-08M*	-0.3%	12%
CCCCc1c(C)c2ccc(OC)c(/C(C)=N\O)c2oc1=O	1%	-5%	7%	-3%	-3%	0.7%	1.9e-08M*	0.2%	0%
COc1ccc2[nH]c(=O)c(CN(C(=O)c3ccncc3)C(C)C)cc2c1	?	3%	6%	0%	0%	-0.4%	1.7e-07M*	1.1%	-5%

# Not a hit list, and some 16% of all compounds hit somewhere here.
